Screening results: PubChem BioAssay, several laboratories
OPRM1-OPRD1 ag: agonists of human mu-delta opioid receptor heterodimerization | cells, OPRM1-OPRD1 heterodimerization, luminescence | activation, % at 9.3 µM | actives 0.3% (n = 340,000) | AID 504326; in the data active = activation above about 18%;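 note: 0% = vehicle-treated cells and 100% = reference agonist; values of inactives mirror those of a sister screen read the other way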
Arrestin-AP2 inh: inhibitors of human beta-arrestin and AP2 interaction; FITC-arrestin peptide / GST-AP2 beads, flow cytometry; AP2 beta2 appendage carries R879A mutation; inhibition, % at 10 µM; actives 0.31% (n = 340,000); AID 504490;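 active = inhibition above a set limit, near 3 SD of compounds lacking own fluorescence, cut at about 54% in these data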;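 note: plate controls were DMSO wells for no effect and 5 µM unlabelled arrestin peptide for full effect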
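system = GST-tagged AP2 beta2-adaptin appendage (R879A) on 4 µm glutathione beads | reagent = FITC-labelled arrestin peptide probe, 50 nM final | schedule = compound with beads 12 min RT, then probe 1 h RT | signal = HyperCyt-sampled flow cytometry, FL1 channel, ex 488/em 535 nm | read-out = percent response from loss of bead-bound FITC fluorescence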
V-ATPase pH: regulators of yeast V-ATPase proton transport; S. cerevisiae, pHLuorin cytosolic pH fluorescence; response, % at 10 µM; actives 0.37% (n = 350,000); AID 504577; in the data active = response mostly above about 7.3%, no sharp cut-off; inactive = mostly below about 5.4%; note: actives read high; inactives centre near 0; some compounds called inactive have numbers as strong as hits; reference of the scale not given here
PKA-R1A act: PKA-R1A complex activation | PKA-R1A dissociation, Cy5-IP20 fluorescence polarization; scaled: DMSO 0%, 113 µM cGMP 100% | activation, % at 11.4 µM | AID 504707 | P00514+P68181 | actives 0.083% (n = 340,000);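 active = percent activation above the mean of all tested compounds plus 3 SD, cut at about 19% in these data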;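 note: higher means more PKAc released from R1A so a rise in polarization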
HTR5A inv ag: inverse agonist of human HTR5A in OPRM1-OPRD1 counter-screen; HTR5A cell line, luminescence, inverse agonism; inhibition, % at 9.3 µM; actives 0.083% (n = 340,000); AID 504634; P47898; in the data active = inhibition mostly above about 23%, no sharp cut-off; inactive = mostly below about 18%;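 note: 0% = cells with DMSO and 100% = no-cell wells with DMSO; some compounds called inactive have numbers as strong as hits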
Target sequence (P47898 whole entry, looked up): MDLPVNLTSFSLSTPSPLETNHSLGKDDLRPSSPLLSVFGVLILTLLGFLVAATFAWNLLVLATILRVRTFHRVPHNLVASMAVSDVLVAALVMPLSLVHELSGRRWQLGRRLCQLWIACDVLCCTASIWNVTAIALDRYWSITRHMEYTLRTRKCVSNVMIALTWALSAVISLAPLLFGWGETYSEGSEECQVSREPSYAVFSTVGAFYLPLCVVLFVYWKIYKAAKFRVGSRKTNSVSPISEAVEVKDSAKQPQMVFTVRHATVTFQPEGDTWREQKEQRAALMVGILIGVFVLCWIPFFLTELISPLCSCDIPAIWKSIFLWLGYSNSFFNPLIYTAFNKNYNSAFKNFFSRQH
HTR5A ag: activates human HTR5A in OPRM1-OPRD1 agonist counter-screen; P47898; HTR5A agonist assay, luminescence, cell-based; activation, % at 9.3 µM; actives 0.61% (n = 340,000); AID 504692; in the data active = activation mostly above about 9.5%, no sharp cut-off; inactive = mostly below about 7.6%;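 note: 0% = cells with vehicle only and 100% = reference agonist; strong numbers were not always called active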
MOR-DOR inv ag: inverse agonists of human mu-delta opioid receptor heterodimerization | P35372+P41143 | cell-based MOR-DOR heterodimer luminescence, inverse agonism | inhibition, % at 9.3 µM | actives 0.21% (n = 340,000) | AID 504357; in the data active = inhibition above about 22%, passing the limit was not always enough;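 note: 0% = cells with DMSO and 100% = wells without cells with DMSO; values of inactives mirror those of a sister screen read the other way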
DAGLB inh: diacylglycerol lipase beta (human) inhibition; Q8NCG7; HEK293T DAGLB membrane lysate, EnzChek fluorogenic substrate; inhibition, % at 5.17 µM; actives 0.059% (n = 340,000); AID 504411; in the data active = inhibition above about 34%;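 note: 0% = enzyme with vehicle and 100% = wells lacking enzyme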
PKA-R2B act: activates the human PKA-R2B holoenzyme complex | P22694+P31323 | PKA-R2B holoenzyme dissociation, Cy5-IP20 fluorescence polarization; R2B truncated from residue 108, S112A mutant; 0% DMSO only, 100% 113 µM cGMP | activation, % at 11.4 µM | actives 0.079% (n = 340,000) | AID 504700;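 active = activation above a cutoff set at the mean over all compounds plus 3 SD, cut at about 18% in these data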;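 note: higher means more holoenzyme dissociation and a rise in polarization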
Target sequence (P31323 whole entry, looked up, other chains not shown, the tested form may be a part): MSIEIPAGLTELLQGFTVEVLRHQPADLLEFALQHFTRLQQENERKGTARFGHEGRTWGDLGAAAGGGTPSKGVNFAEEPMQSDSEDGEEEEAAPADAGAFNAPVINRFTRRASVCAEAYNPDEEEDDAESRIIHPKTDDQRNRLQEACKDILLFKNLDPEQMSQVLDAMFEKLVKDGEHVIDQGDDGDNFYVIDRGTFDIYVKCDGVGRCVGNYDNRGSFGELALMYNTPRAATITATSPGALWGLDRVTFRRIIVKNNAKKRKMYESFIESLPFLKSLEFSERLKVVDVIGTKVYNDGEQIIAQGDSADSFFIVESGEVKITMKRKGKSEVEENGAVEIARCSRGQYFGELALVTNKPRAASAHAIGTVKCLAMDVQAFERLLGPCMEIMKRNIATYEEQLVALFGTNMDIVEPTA
DSG3 Ab inh: blocks pemphigus antibody binding to human desmoglein-3; P32926; DSG3-coupled beads, scFv-anti-DSG3-GFP binding, flow cytometry; stronger effect = lower value; binding (percent of control), % at 10 µM; actives 0.48% (n = 310,000);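 active = binding more than 3 SD below its plate's average and above zero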;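 note: hits lower antibody fragment binding to DSG3; some compounds called inactive have numbers as strong as hits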
The depositor's hits bear a star; i = inactive; . = not tested or not shown.

Below each SMILES: OPRM1-OPRD1 ag, Arrestin-AP2 inh, V-ATPase pH, PKA-R1A act, HTR5A inv ag, HTR5A ag, MOR-DOR inv ag, DAGLB inh, PKA-R2B act, DSG3 Ab inh
> Cc1cccc(NC(=S)N(Cc2ccco2)C(C)c2cccs2)c1 (configuration not stated)
    -0.1, -4, -2, -6, -1, 0, 1, -5, 4, 100
> CC(C)CN(C(=O)COC(=O)CCN1C(=O)c2ccccc2C1=O)C1CCS(=O)(=O)C1 (configuration not stated)
    -2.2, 7, -4, 7, -14, -6, 14, 1, 12, .
> Cc1ccccc1CNC(=O)c1ccccc1N(C)S(=O)(=O)c1ccccc1
    1.1, 5, 4, 6, -7, 8, -5, -8, 1, 97
> Cc1ccc(NC(=S)N2CCN(S(C)(=O)=O)CC2)cc1
    -3.3, 33, 0, -1, -2, 1, 17, -1, -4, .
> Cc1ccc(S(=O)(=O)c2c(C)cc(C)nc2N2CCCCC2)cc1
    5.3, 70*, 8, -2, 1, 0, -25, -2, -4, 103
> CCOC(=O)CSC1=C(C#N)C(C)C2=C(CCCC2=O)N1 (configuration not stated)
    -0.9, 2, 0, 0, -16, 3, 4, 1, -6, 114
> CCN(CC)C(=O)c1[nH]cnc1C(=O)Nc1ccccc1
    0.5, 8, 1, -14, 2, -2, -3, -1, 11, 106
> Cc1cc(C)nc(Nc2n[nH]c(-c3ccccc3Br)n2)n1
    -2.5, 7, 2, 14, 1, 0, 14, 1, -7, 107
> COc1ccc(C2c3[nH]c4ccccc4c3CCN2CCCn2cccn2)c(C)c1C (configuration not stated)
    -2.7, 4, 1, -5, -5, 2, 14, -5, -1, 95
> O=C(CSC1=NCCS1)NC1CCCCC1
    -3.6, -11, 1, 3, 14, 6, 15, 1, 6, .

Later entries.
Below each SMILES: OPRM1-OPRD1 ag, Arrestin-AP2 inh, V-ATPase pH, PKA-R1A act, HTR5A inv ag, HTR5A ag, MOR-DOR inv ag, DAGLB inh, PKA-R2B act, DSG3 Ab inh
> CC(=O)c1sc2c(c1OC(=O)c1ccccc1)c(=O)n(-c1ccccc1)c(=S)n2-c1ccccc1
    -3.9, 35, -5, -1, -2, 1, 17, 1, -13, 107
> CCOc1ccc(Br)cc1C1=CC(=O)C[C@H](c2ccc(OC)cc2)C1
    -3.6, 10, -10, -6, -28, -2, 20, -8, -2, 97
> O=C(Cn1c(-c2ccccc2)c[n+]2ccsc12)c1ccc(Br)cc1
    171*, -1, 0, -5, -12, 4, i, -1, -3, 100
> COc1ccc(C(C#N)=Cc2ccc(N(C)CCC#N)cc2)cc1
    ., ., 1, -5, ., ., ., 0, 7, 110
> CS(=O)(=O)N1CCN(C(=O)c2ccc(-c3ccccc3)cc2)CC1
    -3.0, 1, 0, -5, -18, 0, 17, -3, 4, 103
> COc1ccc2oc(C(=O)OCC(=O)Nc3cccc(S(=O)(=O)N4CCOCC4)c3)c(C)c2c1
    -2.4, 22, -5, -2, -5, 2, 12, -1, -7, 98
> COc1ccc(CNC(=O)c2ccc(S(=O)(=O)N3CC(C)CC(C)C3)cc2)cc1OC (configuration not stated)
    -1.8, 1, -2, -19, -3, -1, 7, 0, 6, 105
> O=C(Nc1ccccc1Cl)c1ccc2nc(N3CCOCC3)sc2c1
    -1.9, 6, 4, -1, -19, 7, 11, 0, -11, 97
> CCCN(C(=O)COC(=O)CNC(=O)c1ccc2ccccc2c1)c1c(N)n(Cc2ccccc2)c(=O)[nH]c1=O
    -0.5, 1, -2, -9, -5, 2, 3, 3, -5, 108
> CC(C)(C)c1ccc(C(=O)NCCC(=O)NCc2ccco2)cc1
    -0.6, 33, 3, -8, -25, 2, 3, -2, 2, 105

More structures:
Below each SMILES: OPRM1-OPRD1 ag, Arrestin-AP2 inh, V-ATPase pH, PKA-R1A act, HTR5A inv ag, HTR5A ag, MOR-DOR inv ag, DAGLB inh, PKA-R2B act, DSG3 Ab inh
> COc1ccc(S(=O)(=O)n2nc(OC(=O)c3cccs3)cc2NC(=O)c2cccs2)cc1
    -3.0, -2, -2, -1, 6, -6, 17, 8, -5, 102
> CCCN(CC(=O)Nc1ccc(C(C)=O)cc1)CC(=O)Nc1ccccc1C
    -3.6, 7, -2, -2, 7, -1, 18, 1, -9, 89
> Cc1cc(C)n(-c2nc(N(C)C)nc(N(C)C)n2)n1
    -2.6, 10, -2, -10, -20, 6, 15, 2, -5, 99
> CC1CC(C)CN(S(=O)(=O)c2cccc3nonc23)C1 (configuration not stated)
    -0.1, 29, 2, -21, -5, 1, 0, -8, 7, .
> COc1ccc(C(=O)NC2CCCc3c2cnn3-c2ccc(C)c(C)c2)c(OC)c1OC (configuration not stated)
    -0.8, -10, 6, -6, -6, 1, 4, 2, 5, 96
> CC(C)(C)c1cc(NC(=O)COC(=O)c2ccc(O)cc2O)n(-c2ccccc2)n1
    -1.1, -2, 1, 4, 6, -3, 6, -1, -4, 101
> Cc1ccc(NC(=O)C2CCCN2C(=O)NC2CCCCC2)cc1 (configuration not stated)
    -0.8, -8, 4, 4, -23, 2, 4, 4, 5, 111
> C=CCSc1nc2ccccc2c2nc(-c3ccccc3)nn12
    -2.9, 0, -8, -6, -28, 11, 14, -1, 0, 2.7*
> CC(=O)CSc1nc(N(C)C)nc(N(C)C)n1
    -2.0, 8, -3, -7, -3, 1, 12, -2, 0, 105
> Cc1ccc(-n2ncc(C#N)c2/N=C/N2CCN(C)CC2)cc1
    -3.4, -3, 0, 4, 10, -3, 17, 0, -3, 105

Later entries:
Below each SMILES: OPRM1-OPRD1 ag, Arrestin-AP2 inh, V-ATPase pH, PKA-R1A act, HTR5A inv ag, HTR5A ag, MOR-DOR inv ag, DAGLB inh, PKA-R2B act, DSG3 Ab inh
> CC(NC(=O)Nc1nnc(C(F)(F)F)s1)N1C(=O)C2C3C=CC(C3)C2C1=O (configuration not stated)
    -2.2, 3, 1, -2, -19, -7, 13, -2, -5, 101
> Cc1sc(NC(=O)CSc2nnnn2C2CCCCC2)c(C#N)c1C
    -3.1, 17, -3, 9, -5, 0, 19, 1, -7, 106
> Cc1cccc(CS(=O)(=O)c2cn(CC(=O)N3CCOCC3)c3ccccc23)c1
    0.7, 8, -1, 0, -32, 12, -3, 0, -8, 110
> Cn1c(SCCN2CCOCC2)nc2sc3c(c2c1=O)CCCC3
    -1.0, 17, 4, 2, -14, 4, 5, -1, 3, 120
> CCOc1ccc2c(C)c(Cl)c(=O)oc2c1
    -0.8, 10, 0, -2, 0, 0, 4, -3, 2, 87
> Cc1cc(OCC(=O)Nc2cc(S(=O)(=O)N3CCOCC3)ccc2N2CCCC2)ccc1C(C)C
    0.1, -9, 0, -12, 2, 0, -1, -1, -12, 99
> COC(c1ccccc1)c1nnc(CCC(=O)NCCC(C)C)o1 (configuration not stated)
    -0.7, -6, 3, 2, 10, -4, 4, -1, 5, 83
> N#Cc1nc(-c2ccccc2)oc1NCC1CCCO1 (configuration not stated)
    -0.2, -1, -2, 7, -11, 5, 1, 2, 9, 102
> Cc1cccc(C)c1Nc1nnc(SCc2nc3ccccc3c(=O)[nH]2)s1
    1.2, 14, -1, -5, -16, 5, -7, 4, 0, 101
> Cc1cccc(N(Cc2cc(=O)[nH]c3ccccc23)C(=O)C(C)C)c1
    -2.9, -1, 2, 3, -18, 7, 16, 3, -6, 95

The list continues:
Below each SMILES: OPRM1-OPRD1 ag, Arrestin-AP2 inh, V-ATPase pH, PKA-R1A act, HTR5A inv ag, HTR5A ag, MOR-DOR inv ag, DAGLB inh, PKA-R2B act, DSG3 Ab inh
> COC(=O)COc1ccc(S(=O)(=O)NCCC2=CCCCC2)cc1
    0.9, 26, -1, -5, 2, -1, -5, 2, 12, 102
> COc1ccc(S(=O)(=O)Nc2cc(SCC(=O)O)c(O)c3ccccc23)cc1
    4.3, 4, -1, 0, -4, 1, -20, -11, -5, 108
> CC1CCN(Cc2nc3c(c(=O)n(C)c(=O)n3C)n2CCc2ccccc2)CC1
    -3.3, 0, -2, -9, -34, 10, 15, -7, 4, .
> COC(=O)c1n[nH]n(-c2cc(Cl)cc(Cl)c2)c1=O
    -2.2, 7, -2, -7, -3, 4, 11, 2, -1, 119
> CC(C)NC(=O)N(C)C[C@H]1Oc2c(NC(=O)Cc3ccccc3)cccc2C(=O)N([C@H](C)CO)C[C@@H]1C
    0.3, 5, 3, 9, -28, 2, -2, -2, -2, 108
> O=C(NCCCNC(=O)c1c(F)cccc1F)c1c(F)cccc1F
    -1.9, 3, -1, -6, -5, 1, 8, 1, -1, 99
> CCOc1ccc(CC2CC(=O)NC2=O)cc1 (configuration not stated)
    -3.5, 4, 1, -6, 16, 0, 15, 1, -13, 104
> CCN(CC(=O)NCc1cccs1)C(=O)c1cccc(S(=O)(=O)N(C)C)c1
    -2.6, -12, -3, 12, -11, 3, 13, -2, 4, 95
> O=C(CCl)Nc1cc(-c2ccccc2)nn1-c1ccccc1
    -1.1, 6, 3, -10, 2, -4, 5, 2, -4, 103
> CCOCCCNC(=O)c1ccc2c(=O)n(CCCOCC)c(=S)[nH]c2c1
    0.5, -7, -4, -2, -3, 3, -2, 1, 1, .

Going on with the list:
Below each SMILES: OPRM1-OPRD1 ag, Arrestin-AP2 inh, V-ATPase pH, PKA-R1A act, HTR5A inv ag, HTR5A ag, MOR-DOR inv ag, DAGLB inh, PKA-R2B act, DSG3 Ab inh
> O=C(NCc1cccnc1)c1cccc(NC(=O)c2ccco2)c1
    0.9, -2, -3, -6, -8, 5, -5, 4, 0, 87
> CC(=O)Nc1ccc(-c2nnn(CC(=O)c3ccc(F)cc3)n2)cc1Cl
    -1.2, -4, -30, 2, 1, 0, 6, -1, -3, 95
> O=C(Nc1cccc(C(=O)NC2CC2)c1)c1ccc(Cl)c(S(=O)(=O)N2CCOCC2)c1
    -3.6, -3, -4, -4, -10, 4, 15, 4, -4, 97
> Nn1c(SCc2ccc([N+](=O)[O-])cc2)nc2ccccc2c1=O
    1.9, 34, -3, -9, 2, 0, -9, -6, -1, 100
> COC(=O)C1CN(C(=O)COc2ccc(C)c(C)c2)c2ccccc2O1 (configuration not stated)
    -1.5, -5, 1, -10, -16, 4, 8, -1, -13, 90
> Cc1ccc(-n2c(SCC(=O)Nc3ccc4c(c3)OCO4)nnc2-c2ccoc2C)cc1
    -0.1, 0, 3, -4, -4, 0, 0, -3, -6, 104
> Cc1cc(C)nc(NCC(O)CNc2ccccc2C)n1 (configuration not stated)
    -1.1, -4, 1, -1, -2, 1, 6, 0, -9, 104
> Cc1cc(C)nc(N/N=C/c2ccccc2OCc2ccc([N+](=O)[O-])cc2)n1
    -1.1, 15, -8, -3, 10, -2, 6, 0, 9, 87
> COc1cc(OC)cc(C(=O)Nc2nc(-c3ccccc3)c(-c3ccccc3)o2)c1
    2.3, 2, 2, 10, 20, -7, -16, -4, -2, 100
